Bioassay records as filed in PubChem BioAssay.
Tau filament bind: tau filament binding; actives 2% (n = 71,000); Potency, µM (series often up to 57.1 µM), inactives show at the highest dose activity change, negative = inhibition; recombinant tau filaments, thioflavin S fluorescence, 15 h; filaments grown with octadecylsulfate alongside compound;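 further: potency means the concentration at half of the fitted maximal effect; on the % scale 0 is the no-effect control and ±100 the full control effect; actives lower thioflavin S fluorescence by blocking filaments or displacing dye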
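Tau 2 uM in ThS buffer dispensed; compound added; 60 uM ODS added (finals 1 uM tau, 30 uM ODS); 15 h 37 C; fluor ex450/em510.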
Caspase-1 inhib: allosteric or competitive inhibitors of human caspase-1. Potency, µM (series often up to 57.5 µM), without a hit: at the highest dose activity change, negative = inhibition, most hits filed as inhibitors. P29466. AID 900. actives 0.03% (n = 75,000). Caspase-1 enzyme, Ac-WEHD-AFC fluorogenic rate;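 further: potency means the concentration at half of the fitted maximal effect; plate controls were vehicle for no effect and no substrate for full effect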
Target sequence (P29466 120-297 limits assumed): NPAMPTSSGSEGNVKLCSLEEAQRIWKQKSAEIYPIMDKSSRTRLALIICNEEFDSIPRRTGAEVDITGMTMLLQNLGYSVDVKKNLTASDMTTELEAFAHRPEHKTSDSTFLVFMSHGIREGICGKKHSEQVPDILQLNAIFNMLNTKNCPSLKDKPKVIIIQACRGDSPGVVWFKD
Target sequence (P29466 317-404 limits assumed): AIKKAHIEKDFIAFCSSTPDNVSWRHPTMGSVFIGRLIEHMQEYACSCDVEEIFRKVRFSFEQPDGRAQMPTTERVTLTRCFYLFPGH
Fluorescein autfl: compound fluoresces in the fluorescein spectral region. max fluorescein-equivalent concentration, M. AID 593. actives 0.91% (n = 59,000). Compound autofluorescence, 480/540 nm, fluorescein-equivalent; active compounds read high; in the data active means max fluorescein-equivalent concentration above about 10 nM; inconclusive means between about 1.1 nM and that limit
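Library compounds, added at multiple concentrations to pH 8.0 Tris buffer (100 mM), incubate 15 min at room temperature before CCD imaging at 480 nm excitation and 540 nm emission.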
ERK AVP inh: vasopressin-driven ERK pathway inhibition; HEK293-V1b, vasopressin-stimulated pERK AlphaScreen; Potency, µM (series often up to 57.5 µM), inactives show at the top dose activity, negative = inhibition, usual class: inhibitors; actives 0.99% (n = 72,000); further: potency means the concentration at half of the fitted maximal effect; on the % scale 0 is the no-effect control and ±100 the full control effect; nearly all actives have a fitted effect of over 55% in size
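qHTS, compounds titrated on V1b-expressing HEK293 cells. Preincubation 30 min at 37C, vasopressin 25 nM for 5 min, lysis 10 min, bead incubation 5 hr at room temperature.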
HADH2 inhib: blocks human hydroxyacyl-CoA dehydrogenase type II; recombinant HADH2, NADH fluorescence, beta-hydroxybutyryl-CoA; Q99714; actives 3.4% (n = 73,000); Potency, µM (titrated, usually from 57.1 µM), for inactives: at the highest dose activity change, negative = inhibition, actives largely listed as inhibitors; further: potency means the concentration at half of the fitted maximal effect; on the % scale 0 is the no-effect control and ±100 the full control effect; nearly all actives have a fitted effect of over 60% in size; many of its hits are not listed in these tables
Target sequence (Q99714 whole entry, looked up, one chain of several): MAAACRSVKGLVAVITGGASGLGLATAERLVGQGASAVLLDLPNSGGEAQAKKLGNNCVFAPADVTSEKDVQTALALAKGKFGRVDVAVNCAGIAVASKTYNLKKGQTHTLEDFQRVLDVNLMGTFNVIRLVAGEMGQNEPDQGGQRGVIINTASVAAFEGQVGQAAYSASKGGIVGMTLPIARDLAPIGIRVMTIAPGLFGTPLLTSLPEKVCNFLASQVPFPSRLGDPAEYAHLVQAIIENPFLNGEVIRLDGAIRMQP
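E. coli-expressed His-tagged HADH2 tested at 20 nM in alkaline Tris buffer (pH 9.0); oxidation of 90 uM beta-hydroxybutyryl-CoA with 1 mM NAD+ tracked fluorimetrically for 4 min.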
Texas Red fluor: compound fluoresces in the Texas Red spectral region; Compound fluorescence, Texas Red channel, 547/618 nm; active compounds read high; max dye-equivalent concentration, M; actives 0.06% (n = 59,000); AID 587; in the data active means max dye-equivalent concentration above about 10 nM; inconclusive means between about 1.1 nM and that limit
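Fluorescence at ex 547/em 618 nm, normalized against an on-plate Texas Red standard series to give dye-equivalent concentration per compound concentration. Buffer 100 mM Tris, pH 8.0; 15 min RT incubation before CCD imaging.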
Caspase-7 inhib: blocks human caspase-7 allosterically or competitively; P55210; recombinant caspase-7, Ac-DEVD-AFC fluorescence rate; Potency, µM (doses to about 57.5 µM), inactives show at the top dose activity change, negative = inhibition, hits mostly inhibitors; actives 0.02% (n = 75,000); active means well fitted inhibition curve with a large enough effect in the main read-out, with a control signal flat, not every such curve was filed as active; inconclusive means small, poorly fitted or top-dose-only effect, or a change in a side signal; further: potency means the concentration at half of the fitted maximal effect; % of control where 0% means no effect
Target sequence (P55210 24-198 limits assumed): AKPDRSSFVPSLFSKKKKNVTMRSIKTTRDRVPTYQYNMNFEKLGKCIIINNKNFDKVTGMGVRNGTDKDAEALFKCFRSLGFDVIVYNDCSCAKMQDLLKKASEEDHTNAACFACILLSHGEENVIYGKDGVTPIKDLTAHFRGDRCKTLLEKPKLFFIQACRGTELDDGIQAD
Target sequence (P55210 207-303 limits assumed): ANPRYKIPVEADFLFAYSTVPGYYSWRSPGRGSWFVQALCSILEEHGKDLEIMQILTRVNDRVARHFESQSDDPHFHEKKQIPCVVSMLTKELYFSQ
Rhodamine fluor: compound fluoresces in the rhodamine spectral region; Rhodamine-region fluorescence, 547/598 nm, Tris buffer; active compounds read high; max dye-equivalent concentration, M; actives 0.05% (n = 59,000); in the data active means max dye-equivalent concentration above about 11 nM; inconclusive means between about 1.1 nM and that limit
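Intensities are converted to rhodamine-equivalent concentration using a six-point rhodamine standard on each plate. Compounds sit 15 min at room temperature in 100 mM Tris buffer, pH 8.0; read uses the 547/598 nm excitation/emission pair.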
HEK293 cAMP ctrl: parental HEK293 cAMP activation (counter-screen) | parental HEK293 CNG cAMP sensor, membrane potential fluorescence | Potency, µM (top dose mostly 57.1 µM), inactives show at the highest dose activation, actives largely listed as activators | actives 2.5% (n = 73,000); further: potency means the concentration at half of the fitted maximal effect; % of control where 0% means no effect; nearly all actives have a fitted effect of over 55% in size
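Parental HEK 293 cells stably expressing a cAMP-gated CNG channel were loaded with membrane potential dye containing 100 uM RO 20-1724 for 60 min. Compound added for 30 min; depolarization read as fluorescence intensity at 590 nm.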
Luciferase inh: firefly luciferase inhibition; purified firefly luciferase, luminescence, 8 min; P08659; actives 2.2% (n = 72,000); Potency, µM (highest dose often 57.1 µM), for inactives: at the highest dose activity change, negative = inhibition, most hits filed as inhibitors; further: potency means the concentration at half of the fitted maximal effect; on the % scale 0 is the no-effect control and ±100 the full control effect; nearly all actives have a fitted effect of over 40% in size
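Substrate buffer containing 10 uM ATP (pH 7.2 imidazole, Mg2+, KCl, detergent, BSA) is dispensed, compound pinned in, then luciferase/luciferin detector mix added. After 8 min at ambient temperature, light output is measured.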
USP2a inh: inhibitors of human ubiquitin-specific protease USP2a. O75604. USP2a enzymatic assay, qHTS inhibition. Potency, µM (series often up to 38.3 µM), inactives show top-dose activity change, negative = inhibition, most hits filed as inhibitors. actives 0.1% (n = 60,000). AID 927;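 further: potency means the concentration at half of the fitted maximal effect; nearly all actives have a fitted effect of over 60% in size; plate controls were DMSO for no effect and NEM full inhibition control for full effect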
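Inhibition is measured in a cell-free coupled assay with 20 nM USP2 core, 20 nM Ub-PLA2 and 20 uM NBD C6-HPC, 2.5 h incubation. Activity normalized to NEM control.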
The depositor's hits bear a star; i = inactive; ? = inconclusive; . = no result given; & = joins results of further samples; ! = not confirmed by another sample; [ ] = another dose, or the depositor's remark. Unless noted, the call rests on the fitted dose curve; in most records, active means well fitted curve in the direction sought with a large enough effect; inconclusive means small, poorly fitted or top-dose-only effect, or another doubt; inactive means no such curve, though single readings can be large; an effect the other way counts as inactive or inconclusive.

canonical_smiles | Tau filament bind | Caspase-1 inhib | Fluorescein autfl | ERK AVP inh | HADH2 inhib | Texas Red fluor | Caspase-7 inhib | Rhodamine fluor | HEK293 cAMP ctrl | Luciferase inh | USP2a inh
COc1ccc(-c2nnc(SCC(=O)N3CCCCC3)o2)c(OC)c1 | 7% | -1% | i | 16% | 16% | i | 1% | i | 0% | -5% | 3%
COc1ccc(-c2cc(N)n(CCC#N)n2)c(OC)c1 | -22% | 2% | i | 13% | 12% | i | 1% | i | 13% | 1% | -3%
CCOC(=O)NC[C@H](Cc1ccc(OCCc2nc(-c3ccccc3)oc2C)cc1)N/C(C)=C\C(=O)c1ccc(C(F)(F)F)cc1 | . | -6% | . | 6% | 18% | . | -2% | . | 9% | . | .
O=C1CC(SCc2nc3ccccc3[nH]2)C(=O)N1c1ccc(F)cc1 (configuration not stated) | -6% | -3% | i | -6% | -10% | i | -5% | i | 2% | 0% | 9%
CC(C)n1nnnc1SCC(=O)NCc1cccs1 | 7% | 0% | ? | -5% | -17% | i | 1% | i | -1% | 1% | -7%
NCCCNCCCCNCCCN | ? | 1%&0% | ? | 5%&8% | 4%&15% | i | -1%&1% | i | -1%&15% | -1%&0% | 2%
CCOC(=O)C1CCN(C(=O)COc2ccc(Cl)cc2Cl)CC1 | -6% | 3% | i | -11% | 19% | i | 2% | i | 11% | -1% | 8%
c1ccc2c3c([nH]c2c1)-c1[nH]ncc1CC3 | 22% | -10% | ? | -20% | 10µM* | i | -6% | i | -31%[inhibitor] | -5% | -12%
CSc1nc(NC(C)C)nc(N2CCOCC2)n1 | -4% | 0% | i | ? | -2% | i | 0% | i | 0% | 1% | 1%
COc1cc(C(=O)Nc2nc3ccccc3[nH]2)cc(OC)c1OC | 23% | -1% | i | 5% | 2% | i | -1% | i | -4% | -20% | 30%[activator]
O=C(C1CCN(S(=O)(=O)c2cccs2)CC1)N1CCc2ccccc2C1 | 3% | -2% | i | 9% | 0% | i | 1% | i | 2% | 0% | 17%
O=S(=O)(c1ccccc1)N1CCC2(CCN(c3ncccn3)CC2)CC1 | -7% | -3% | i | 10% | 0% | i | -3% | i | -7% | 2%[11.4 µM] | 24%
COC(=O)c1[nH]c2cccc(OC)c2c1NC(=O)CCN1CC(C)CC(C)C1 (configuration not stated) | -2% | 1% | i | 12% | -6% | i | 0% | i | -5% | -1% | 13%
COc1ccccc1N1CCN(C(=O)c2cccc(N3C(=O)NC4CC3(C)Oc3ccccc34)c2)CC1 (configuration not stated) | -10% | 1% | i | -21% | -7% | ? | -3% | i | 3% | 0% | 39%[activator]
O=S(=O)(Nc1nc2ccccc2nc1NCC1CCCO1)c1cccs1 (configuration not stated) | 9% | -9% | i | -2% | -8% | i | -3% | i | 2% | 1% | -5%
CCOC(=O)CNC(=O)CSc1ncnc2c1cnn2-c1ccc(OC)cc1 | -11% | -1% | i | 4% | 17% | i | 0% | i | 0% | -12% | -9%
Cc1oc(-c2ccc(Cl)cc2)cc1-c1nn2c(-c3ccco3)nnc2s1 | 56% | 0% | ? | -14% | ? | i | -16% | i | 17% | 1% | 49%[activator]
Cc1ccc(-c2cc(C(F)(F)F)n3nc(C(=O)N4CCCC4)cc3n2)cc1 | ? | -4% | . | -18% | ? | . | -3% | . | 3%[11.4 µM] | -1% | 4%[7.66 µM]
COc1cccc(OCC(O)CN(CCO)Cc2ccccc2)c1 (configuration not stated) | -1% | 2% | i | -7% | 1% | i | 0% | i | ? | 4% | 11%
COc1ccc(OC)c(C(=O)COC(=O)c2c(OC)cccc2OC)c1 | 6% | -1% | i | -28% | 4% | i | 0% | i | 6% | 1% | 9%
COC(=O)[C@@]1(Cc2ccc(F)cc2)[C@H]2c3cc(C(=O)N4CCCC4)n(CCc4ccc(O)c(O)c4)c3C[C@H]2CN1C(=O)c1ccccc1 | 6% | -6% | . | 15% | 16µM* | . | -5% | . | ? | . | .
O=C(Cn1nnc2ccccc2c1=O)N1CCCc2ccccc21 | 2% | 2% | ? | -2% | 10% | ? | -1% | i | 2% | 2% | 8%
CCOC(=O)CCn1cc(F)c(=O)n(Cc2ccccc2)c1=O | -15% | 0% | . | -7% | 9% | . | -1% | . | 8% | 1% | 0%
CCCn1nnnc1SCC(=O)NCc1ccccc1 | 14% | 3% | ? | 2% | -1% | ? | 0% | i | -6% | 2% | -2%
c1ccc(-c2ccccc2OCCn2cncn2)cc1 | -22% | 1% | ? | -30% | 0% | i | -1% | i | 10% | 0% | 5%
CC(=O)Nc1ccc(Cc2ccncc2)cc1 | 1% | 1% | ? | -9% | 15% | i | 2% | i | ? | 1% | 2%
Brc1ccc(-c2nc(-c3ccccc3)no2)o1 | 2% | 0% | i | 11% | 20% | ? | 1% | i | 8% | 13µM* | -9%
CCC(c1nnnn1CCOC)N1CCN(Cc2ccccc2OC)CC1 (configuration not stated) | 5% | 1% | i | -1% | 6% | ? | 8% | i | ? | 2% | 1%
Cn1c(SCC(=O)N2CCc3ccccc32)nnc1C1CC1 | 14% | ? | ? | 9% | 2% | ? | -9% | i | -4% | -2% | 7%
CS(=O)(=O)Nc1cccc(-c2ccc3ncnc(NC4CCNCC4)c3c2)c1 | -16% | -2% | ? | 5% | 4% | i | 1% | i | ? | 1%[2.29 µM] | 122%[activator]

Continued (3 carried over from the part before).
canonical_smiles | Tau filament bind | Caspase-1 inhib | Fluorescein autfl | ERK AVP inh | HADH2 inhib | Texas Red fluor | Caspase-7 inhib | Rhodamine fluor | HEK293 cAMP ctrl | Luciferase inh | USP2a inh
CCC(c1nnnn1CCOC)N1CCN(Cc2ccccc2OC)CC1 (configuration not stated) | 5% | 1% | i | -1% | 6% | ? | 8% | i | ? | 2% | 1%
Cn1c(SCC(=O)N2CCc3ccccc32)nnc1C1CC1 | 14% | ? | ? | 9% | 2% | ? | -9% | i | -4% | -2% | 7%
CS(=O)(=O)Nc1cccc(-c2ccc3ncnc(NC4CCNCC4)c3c2)c1 | -16% | -2% | ? | 5% | 4% | i | 1% | i | ? | 1%[2.29 µM] | 122%[activator]
CC1CCc2nc(NCCO)nc(C(F)(F)F)c2C1 (configuration not stated) | 0% | -1% | ? | ? | 3% | ? | -1% | i | 5% | 0% | 1%
Cc1ccc(C(=O)N2CCN(c3ccc(Cl)cc3)CC2)cc1 | -2% | 0% | i | -13% | 5% | ? | -2% | i | ? | 2% | 4%
CCOC(=O)N1CCN(C(=O)c2cccc(NC3=NC4CS(=O)(=O)CC4S3)c2)CC1 (configuration not stated) | 4% | 1% | i | 26% | -6% | i | 1% | i | 5% | 0% | 1%
Cc1cc(C)cc(NC(=O)C2CCN(S(=O)(=O)c3c(C)n[nH]c3C)CC2)c1 | 1% | 0% | i | 12% | 1% | ? | 0% | i | 13% | 1% | 25%
O=C(O)C1=CC(=C(c2ccc(O)c(C(=O)O)c2)c2ccc(O)c(C(=O)O)c2)C=CC1=O | -5% | -4%&-8% | ? | 5%&3% | 1.3µM* | i | -10%&-16% | i | 7% | 0% | 20µM*!
CCNc1nc(NC(C)(C)C)nc(SC(C(C)=O)C(C)=O)n1 | 2% | -1% | i | 2% | -8% | ? | -4% | i | 6% | 0% | 1%
COc1ccc(-c2nc(CS(=O)CC(=O)NCc3ccc(Cl)cc3)c(C)o2)cc1 (configuration not stated) | 82% | -4% | . | -10% | -6% | . | -4% | . | 21% | -3% | .
O=C(OCc1nnc(-c2ccccc2)o1)c1cc(S(=O)(=O)N2CCOCC2)c(Cl)cc1Cl | 7% | -2% | ? | ? | -8% | i | -5% | i | 10% | 2% | 13%
Nn1c(=O)c2ccccc2n2c(SCc3ccccc3)nnc12 | 20% | 1% | ? | 13% | 6% | i | -4% | i | 7% | -2% | -7%
O=c1cc(CNCCCO)c2ccccc2[nH]1 | -10% | -3% | i | -2% | -2% | ? | 0% | i | -1% | 2% | -8%
O=P(O)(O)COc1ccccc1P(=O)(c1ccccc1)c1ccccc1 | 0% | -1% | ? | -24% | -7% | i | -1% | i | 10% | -1% | -3%
COCn1c(COc2ccccc2)nc2ccccc21 | 1%[11.4 µM] | -1% | . | -3% | 4%[11.4 µM] | . | 0% | . | 25%[11.4 µM] | ? | 4%[7.66 µM]
Cc1cc(N2CCN(C(c3ccccc3)c3ccccc3)CC2)n2ncnc2n1 | 58% | -2% | i | ? | 5% | ? | 0% | i | ? | 4% | 26%
CCOc1cccc(/C(O)=C2/C(=O)C(=O)N(CCOC)C2c2ccco2)c1 (configuration not stated) | -3% | -4% | i | -2% | -19% | i | -4% | i | ? | 1% | 2%

This is a subset; rates above refer to the full screens.
